Bioassay records: PubChem, several laboratories
Anthrax LF prot – Bacillus anthracis LF protease inhibitors, primary screen, biochemical, multiplex microsphere, MLPCN library | Lethal factor (Bacillus anthracis), P15917 | hit rate 0.12% among 360,000 | inhibition, % at 10 µM | multiplex microsphere protease cleavage assay; further: plate controls were buffer without enzyme for full effect and enzyme alone for no effect
Target sequence (P15917 whole entry, looked up): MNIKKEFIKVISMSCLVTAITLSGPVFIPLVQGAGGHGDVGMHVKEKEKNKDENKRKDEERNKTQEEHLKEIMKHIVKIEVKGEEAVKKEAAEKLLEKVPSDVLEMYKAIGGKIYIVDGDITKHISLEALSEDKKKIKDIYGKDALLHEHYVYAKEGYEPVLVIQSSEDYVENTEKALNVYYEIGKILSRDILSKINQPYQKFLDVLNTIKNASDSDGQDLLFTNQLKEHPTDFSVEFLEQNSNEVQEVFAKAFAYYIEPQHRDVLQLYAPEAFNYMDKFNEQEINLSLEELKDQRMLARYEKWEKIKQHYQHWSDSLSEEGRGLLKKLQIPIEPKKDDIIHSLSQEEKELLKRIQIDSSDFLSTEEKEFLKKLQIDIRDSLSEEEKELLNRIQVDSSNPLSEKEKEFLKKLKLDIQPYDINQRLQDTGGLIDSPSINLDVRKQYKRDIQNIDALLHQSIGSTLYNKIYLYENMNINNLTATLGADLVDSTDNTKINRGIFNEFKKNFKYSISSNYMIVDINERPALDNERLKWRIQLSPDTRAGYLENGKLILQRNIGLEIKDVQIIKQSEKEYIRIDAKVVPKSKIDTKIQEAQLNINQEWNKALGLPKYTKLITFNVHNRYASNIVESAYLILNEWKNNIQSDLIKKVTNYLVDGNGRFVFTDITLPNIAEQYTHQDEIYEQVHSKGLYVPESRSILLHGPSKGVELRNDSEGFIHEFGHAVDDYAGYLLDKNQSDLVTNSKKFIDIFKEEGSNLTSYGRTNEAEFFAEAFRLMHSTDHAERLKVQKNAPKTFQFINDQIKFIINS
BoNT F protease – BoNT/F light chain protease inhibitors, primary screen, biochemical, flow cytometry, MLPCN library; inhibition, % at 10 µM; Multiplex microsphere protease cleavage assay; AID 588497, 2011; hit rate 0.22% among 360,000; in the data active means inhibition above about 35%, passing the limit was not always enough; inconclusive means no clear call, values can overlap the other calls; further: plate controls were buffer without enzyme for full effect and enzyme alone for no effect
PfHsp40 yeast – rescue of yeast from PfHsp40 toxicity, primary screen, S. cerevisiae, ATP luminescence. S. cerevisiae expressing PfHsp40, growth rescue. growth rescue, % at 12.5 µM. hit rate 0.68% among 340,000; in the data active means growth rescue above about 28%, passing the limit was not always enough; inconclusive means no clear call, values can overlap the other calls;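 further: yeast W303a lacking pdr1 and pdr3 grown in galactose medium; growth measured after three days at 30 °C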
PrPC surface inh – inhibitors of human cell surface prion protein PrPC, primary screen, cell-based, TR-FRET; Major prion protein (Homo sapiens), P04156; TR-FRET read-out; inhibition, % at 13.8 µM; hit rate 0.43% among 370,000; in the data active means inhibition above about 24%; further: 0% = median of the test wells and 100% = reference compound wells
CCHF vOTU inh – CCHFV vOTU protease inhibitors, primary screen, biochemical, Pep-AMC substrate, fluorescence; Crimean-Congo hemorrhagic fever virus L polyprotein viral ovarian tumor (vOTU) protease …; inhibition, % at 11.5 µM; hit rate 0.55% among 370,000; in the data active means inhibition above about 30%; further: 0% = vehicle wells with enzyme and 100% = no enzyme wells
Y pestis TopoI – Yersinia pestis topoisomerase I inhibitors, primary screen, biochemical, cleavage product accumulation, plate reader, single point; activity, % at 10 µM; hit rate 0.064% among 360,000; Y. pestis Topo-I cleavage product accumulation; in the data active means activity above about 50%, passing the limit was not always enough; inconclusive means no clear call, values can overlap the other calls; further: inactives centre near 2
BoNT-A LC inh2 – BoNT/A light chain protease inhibitors, primary screen, biochemical, flow cytometry, MLPCN library. hit rate 0.17% among 360,000. Botulinum neurotoxin type A light chain protease (Clostridium botulinum A str. ATCC 3502). AID 588499, 2011. inhibition, % at 10 µM. multiplex microsphere protease substrate cleavage; further: plate controls were buffer without enzyme for full effect and enzyme alone for no effect
FadD28 binding – inhibitors of FadD28 bisubstrate probe binding, primary screen, biochemical, fluorescence polarization, single point; inhibition, % at 12.5 µM; hit rate 0.22% among 360,000; Mycobacterium tuberculosis FadD28 fatty-acid-AMP ligase; AID 588549, 2011; in the data active means inhibition above about 8.5%, passing the limit was not always enough; inconclusive means no clear call, values can overlap the other calls
TcdB GH inh – TcdB glycohydrolase inhibitors, primary screen, biochemical, single point, plate reader; Toxin B (Clostridioides difficile), P18177; TcdB glycohydrolase enzymatic assay; inhibition, % at 9.99 µM; hit rate 0.24% among 350,000; AID 652162, 2013; in the data active means inhibition above about 10%
Numbers without * were called inactive; ? = inconclusive; nt = not tested or not shown. Unless noted, no stated cut-off is given here; in the data, active means inhibition above about 30%; inconclusive means no clear call, values can overlap the other calls; inactive means below that. Rows are unselected. Share with any hit: about 2.3%.

The line under a structure holds: Anthrax LF prot, BoNT F protease, PfHsp40 yeast, PrPC surface inh, CCHF vOTU inh, Y pestis TopoI, BoNT-A LC inh2, FadD28 binding, TcdB GH inh
Cn1c(=O)c2cc(NC(=O)NCc3ccc(F)cc3)ccc2n1Cc1cccc(C(F)(F)F)c1
  -2.1, 6.5, nt, 16.8, -61.0, 15.7, -0.1, -1.1, 1.5
C/C(=N\NC(=O)Cc1ccccc1)c1cccs1
  -1.0, -0.5, -0.1, 0.2, 0.2, 11.6, 0.0, 0.2, 0.8
CCOC(=O)c1ccc(N2CCN(c3ccccc3F)CC2)c(NC(=O)Nc2cccc(OC)c2)c1
  -4.2, -12.4, -1.2, 9.0, 21.3, 4.5, -1.3, -0.2, 3.0
Cc1ccccc1-c1nc2c(s1)CCc1onc(-c3ccc(Cl)cc3)c1-2
  0.3, -5.4, 0.0, -1.5, 6.6, 4.0, -0.5, -1.0, 0.1
CN(C)S(=O)(=O)c1ccc(N2CCCC2)c(C(=O)NC2CCCCC2)c1
  -2.2, -4.6, 0.2, 0.2, -8.8, 9.1, -2.0, -2.2, 1.8
O=C(Nc1ccc(Oc2ccc(NC(=O)Nc3ccccc3Cl)cc2)cc1)Nc1ccccc1Cl
  -7.4, 8.7, -1.6, 12.3, 8.1, 4.0, -1.8, -0.7, -2.4
Cc1nnc(NC(=O)c2ccco2)s1
  -6.6, -5.3, 1.3, 8.0, -2.9, -3.1, -0.4, -0.1, 0.8
Cc1cccc(C)c1NC(=O)CN(C)C(=O)C(c1ccccc1)c1ccccc1
  0.4, -1.9, 0.5, 1.6, 10.1, -0.6, 0.5, -2.8, 0.7
CCc1nnc(NC(=O)CCC2CCCCC2)s1
  -3.5, -0.4, -0.7, -5.2, -5.8, -11.8, -0.9, -2.5, 0.7
COc1cc2c(C(=O)N3CCN(c4cccc(Cl)c4)CC3)cn(C)c(=O)c2cc1OC
  -10.3, -3.6, 1.0, 5.4, -2.5, 27.9, -0.1, -0.2, nt
O=C(N/N=C/c1ccncc1)c1cc(-c2ccc(Br)s2)[nH]n1
  -1.2, 5.8, -0.8, 10.1, 5.3, -10.5, 0.3, -2.8, 1.9
O=C(O)CCCC(=O)Nc1ccn(-c2ccccc2)n1
  -4.2, -21.0, -0.6, 4.3, 3.0, 2.5, -2.3, -0.9, nt
CC(C)c1c(C(=O)N/N=C/c2cccs2)nnn1-c1nonc1N
  1.3, 0.7, 0.8, -5.3, 9.1, -9.3, 0.5, -6.4, 1.7
NC(=O)C1CCCN(C(=S)NCc2ccc3c(c2)OCO3)C1 (configuration not stated)
  1.9, -1.5, -1.4, 3.5, -6.6, 6.5, -0.3, -0.8, -0.1
O=C(COc1ccc2ccccc2c1)N/N=C/C1CC=CCC1 (configuration not stated)
  0.1, -4.4, -2.1, 0.1, -15.6, -3.2, -1.0, -3.9, nt
CCOc1ccccc1CNC(=O)C1CCN(c2nn3c(=O)cc(C)nc3s2)CC1
  2.8, 2.9, -1.3, -0.7, 7.3, 12.3, 0.5, -4.9, 2.0
Cc1ccc(NC(=O)C(=O)NC2CCCCC2)cc1
  0.6, -7.7, 2.8, -1.4, 7.6, -5.3, -0.2, -3.9, nt
COc1cccc(CNc2nc3cc(-c4csc5ccccc45)sc3c(=O)n2C)c1
  1.4, 2.4, nt, -6.9, 7.0, 13.1, 0.3, -3.7, 0.9
Cc1ccc(-c2nnc(SCC(=O)Nc3cccnc3Cl)n2N)cc1
  0.7, -6.3, 0.3, 0.6, -3.7, -4.7, -0.3, -0.5, 0.1
O=C(/C=C/c1ccccc1)c1ccccn1
  -5.3, 0.7, -0.5, -1.9, -3.6, 4.7, 0.0, -0.9, nt
COc1ccc(C(=O)O)c(OC)n1
  1.3, -5.1, 1.3, -6.6, 9.0, -8.2, 0.0, 0.3, -0.4
CC(C)CCNC(=O)CN(C(=O)CCC(=O)Nc1nccs1)c1ccc2c(c1)OCCO2
  -3.5, -3.3, 1.0, -2.3, -3.5, 2.3, 0.8, 0.2, 0.9
Cc1cccc(N2CCN(C(=O)c3nn(C)c4c3CS(=O)(=O)c3ccccc3-4)CC2C)c1 (configuration not stated)
  -2.3, -2.2, 0.1, -3.5, 20.4, 15.5, -1.0, -2.2, -0.6
COC(=O)c1cc(C(=O)OC)cc(-n2c(C)cc(C(=O)COC(=O)CNS(=O)(=O)c3ccc(C)cc3)c2C)c1
  -3.1, -2.8, 0.1, 2.7, 6.2, 45.5, -0.8, -0.9, 0.8
CCC(CC)NC(=O)COC(=O)c1ccc2c(c1)C(=O)N(Cc1ccco1)C2=O
  -3.9, 12.7, -1.5, 2.8, 11.9, -7.0, -0.3, 0.2, 2.3
O=C(Oc1ccc(=O)n(-c2ccccc2)n1)c1ccccc1
  -3.4, -7.6, 0.6, -8.1, 11.7, -5.0, 0.3, -3.5, nt
O=C1CCCCC1Oc1ccc2ccc(=O)oc2c1 (configuration not stated)
  -17.8, -4.5, -1.4, -2.5, -17.8, -0.1, -3.8, -3.6, -1.7
CCOC(=O)c1cnc(Nc2ccccc2)nc1C(F)(F)F
  8.7, -4.3, -1.3, 2.2, 34.5*, -1.7, -0.6, -1.2, 1.1
Cc1ccc(F)cc1CNC(=O)C1CCC(=O)N(CC2CCCCC2)C1 (configuration not stated)
  -2.0, 6.0, -0.2, -0.2, 0.2, 10.7, -0.7, -2.0, 0.3
Cc1cnc(NC(=O)c2cc3ccccc3o2)s1
  -3.5, -10.7, -1.2, 11.7, 8.0, 2.7, -0.3, -1.6, 0.9
CCOP(=O)(OCC)C(O)c1ccc(OC)cc1 (configuration not stated)
  -17.7, ?, -1.0, -2.2, -2.6, -4.1, -1.2, -0.5, -1.6
CC(=O)CC(=O)C1C(=O)N(C)C(=O)N(C)C1=O
  -1.8, -0.5, -2.4, 7.5, -3.5, 9.6, -0.3, 2.0, -5.0
CCOC(=O)C1(CC2CC2)CCN(Cc2cnc(-c3ccccc3C)nc2)CC1
  -3.1, -12.5, -1.7, -0.9, 10.9, 23.5, -1.9, -1.1, 3.0
Cc1ccc(C(=O)NNC(=O)Cc2csc(-c3csc(C)n3)n2)cc1
  -5.9, -9.9, 0.5, -1.6, -10.9, -4.6, 0.7, -1.3, 0.8
CCn1c(C(=O)O)c(CC(=O)Nc2cccc(C(F)(F)F)c2)c2ccccc21
  2.5, ?, 1.4, 10.8, 6.5, -2.8, -0.2, -1.3, 2.0
Cc1ccc(S(=O)(=O)N2CCC(C(=O)OCC(=O)N3CCCCC3C)CC2)cc1C (configuration not stated)
  -6.3, 4.1, -0.6, -2.9, 2.9, 26.1, -1.3, 1.3, 0.6
CCc1c(C)sc(NC(=O)c2noc(C)c2[N+](=O)[O-])c1C#N
  0.4, -3.0, -0.2, -4.0, 13.2, 3.9, 0.0, -1.1, -0.1
Cc1nn(-c2ccccc2)c(C)c1NC(=O)COC(=O)c1ccc(S(=O)(=O)C(F)F)cc1
  -3.7, 5.0, -1.0, -5.3, -2.0, -2.6, 1.2, 0.4, 0.8
O=C(C[C@H]1C/C=C\C[C@@H](Cc2ccc(F)cc2)C(=O)OC[C@@H]2CCCN2C1=O)NCCO
  -0.3, -0.6, 1.5, 10.2, -0.5, -1.7, -0.1, -3.6, 1.8
NNC(=O)c1cc(O)c(O)c(O)c1
  -4.7, 0.8, 2.6, -2.6, -4.8, 0.2, -2.1, -0.4, -11.4
Cn1nc(C(C)(C)C)cc1C(=O)NCc1ccc(N2CCCC2=O)cc1
  -3.9, 0.1, -0.4, 13.1, -3.6, -3.0, ?, -1.9, nt
COc1cc(/C=C(\C#N)c2[nH]nc(N)c2C#N)cc(OC)c1O
  -5.5, -7.8, 0.6, -8.9, 17.4, -16.9, 0.0, -2.0, nt
COc1ccc(Cl)cc1NC(=O)COC(=O)/C=C/c1c(C)nn(C2CCS(=O)(=O)C2)c1Cl (configuration not stated)
  -2.0, -2.0, 0.8, 3.5, 11.9, -1.9, -0.3, 1.3, nt
CC(CC(=O)N1CCN(c2cccc(Cl)c2)CC1)S(=O)(=O)c1ccc2c(c1)NC(=O)CO2 (configuration not stated)
  0.8, -8.6, 0.2, 4.4, 0.4, 11.9, -0.5, 0.7, 1.2
C#CCn1c(S(=O)(=O)Cc2ccc(C)cc2)nc(-c2ccccc2)c1-c1ccccc1
  -1.8, 13.5, -0.9, 3.0, 8.0, 20.3, 11.3, -0.1, nt
CCN(Cc1cc(=O)n2ccsc2n1)Cc1nc2cc(OC)c(OC)cc2c(=O)[nH]1
  -1.2, 3.1, -0.3, -2.9, -9.5, -8.2, -0.4, 0.2, 3.5
C/C(=N/NC(=O)c1cccc(Br)c1)C1CC2CCC1C2 (configuration not stated)
  5.1, -5.6, 0.4, 3.9, 0.9, -5.2, 0.0, -1.6, -1.1
COc1ccc2nc(SCC(=O)N3CCCCC3)c(C#N)cc2c1
  -11.2, 2.0, -1.6, -8.9, -7.5, ?, 0.3, -2.7, 2.2
COC(=O)[C@@]12CCCCN1[C@H](c1ccc(-c3ccc(Cl)c(Cl)c3)c(OC)c1)[C@H]1C(=O)N(C)C(=O)[C@H]12
  3.3, -10.7, -0.4, -4.8, -3.3, 21.1, -0.3, -1.1, 0.4
COc1cccc(C(=O)N/N=C/c2ccc(OC)c(COc3ccccc3C(N)=O)c2)c1
  -1.1, 3.2, 0.0, -1.3, 8.8, 20.4, 1.5, -9.2, 0.5
O=C(Nc1ccccc1)N1CCN(c2cccc(C(F)(F)F)c2)CC1
  -0.9, -3.0, 3.1, 18.4, 0.0, -2.6, -0.8, -2.3, nt
COC(=O)[C@]12CCCCC=C1N(Cc1cccc3ccccc13)C(=O)[C@H](CC(=O)NCc1cccc(C(F)(F)F)c1)C2
  -10.0, 1.2, nt, -5.2, 27.1, nt, -1.1, nt, 0.8
Cc1ccc(-n2c(SCC(=O)Nc3ccc4c5c(cccc35)CC4)nc(O)c(C)c2=O)cc1
  -1.2, -3.6, 0.5, 0.0, 1.9, -1.7, -0.5, 1.0, -1.4

Pulled by compound from above:
The line under a structure holds: Anthrax LF prot, BoNT F protease, PfHsp40 yeast, PrPC surface inh, CCHF vOTU inh, Y pestis TopoI, BoNT-A LC inh2, FadD28 binding, TcdB GH inh
CCN(Cc1cc(=O)n2ccsc2n1)Cc1nc2cc(OC)c(OC)cc2c(=O)[nH]1
  -1.2, 3.1, -0.3, -2.9, -9.5, -8.2, -0.4, 0.2, 3.5
COC(=O)[C@]12CCCCC=C1N(Cc1cccc3ccccc13)C(=O)[C@H](CC(=O)NCc1cccc(C(F)(F)F)c1)C2
  -10.0, 1.2, nt, -5.2, 27.1, nt, -1.1, nt, 0.8
